IMP-1 inh = inhibitors of Pseudomonas aeruginosa IMP-1 metallo-beta-lactamase; purified IMP-1, nitrocefin hydrolysis, epi-absorbance fluorescence; inhibition, % at 5.6 µM; hit rate 0.45% among 290,000; AID 1556;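 active = inhibition above the mean plus 3 SD of all compounds in the same screening run, cut at about 4.5% in these data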;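 note: 0% = IMP-1 with DMSO and 100% = DMSO wells lacking enzyme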
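System: purified recombinant IMP-1 beta-lactamase. Medium: Zinc- and detergent-supplemented HEPES buffer, pH 7.1. Compound: one 5.6 µM dose […]. Schedule: 15 min preincubation plus 25 min reaction at 25 °C. Technique: Epi-absorbance fluorescence, 480 nm excitation, 530 nm emission.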
DNA FID counter = counter-screen for HCV NS3 helicase inhibitors: DNA intercalator displacement; inhibition, % at 7.9 µM; hit rate 0.17% among 290,000; DNA fluorescent intercalator displacement, fluorescence; in the data active = inhibition above about 37%;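 note: 0% = vehicle and 100% = reference compound; higher means more ethidium bromide displaced from hairpin DNA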
HCV NS3 hel inh = HCV NS3 helicase inhibition | hit rate 0.56% among 290,000 | NS3 helicase DNA unwinding, Cy5 molecular beacon fluorescence | AID 1800 | inhibition, % at 10.9 µM;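 active = inhibition above the mean of all tested compounds plus 3 SD, set per campaign, cut at about 35% in these data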;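 note: 0% = DMSO wells and 100% = thioflavine S control wells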
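test system = hepatitis C virus NS3 helicase domain fragment enzyme | reagent = annealed dual-labelled DNA beacon duplex, ATP-started | times = 1 h at 25 °C | detection = Cy5 fluorescence, 0 and 60 min reads | read-out basis = percent inhibition from t60/t0 fluorescence ratio | control set = DMSO and thioflavine S | replication = one well per compound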
PHOSPHO1 block = inhibitors of human PHOSPHO1 phosphatase; Q8TCT1; recombinant PHOSPHO1, absorbance phosphatase assay; AID 1565; hit rate 1.1% among 290,000; inhibition, % at 13.3 µM; in the data active = inhibition above about 60%
MEKK3 PB1 HTS = raises or lowers MEK5 binding to the human MEKK3 PB1 domain; hit rate 1.4% among 290,000; binding response (% of control), % at 10 µM; AID 1529; Q99759; bead-based flow cytometry, Alexa488-MEK5 binding to MEKK3; actives lie on both sides; 0 = blocked by unlabeled MEK5, 100 = vehicle;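 active = binding response more than 3 SD above or below the average of its plate-row segment, actives on both sides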;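 note: Alexa488 bead fluorescence after subtracting the streptavidin-only scavenger bead signal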
UBC9 SUMO inh = SUMOylation inhibition. HTRF SUMOylation assay, SAE1/SAE2 + UBC9, in vitro. inhibition, % at 35 µM. hit rate 0.36% among 290,000. AID 2006; in the data active = inhibition above about 50%, passing the limit was not always enough; note: strong numbers were not always called active
p-CIP stab down = compounds decreasing mouse p/CIP protein stability | Q05BA5 | F442A p/CIP-EGFP cells, EGFP fluorescence, 16 h | decrease of EGFP signal, % at 10 µM | hit rate 0.01% among 290,000;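 active = EGFP signal decrease of at least 30% at 10 µM or well 3 SD below plate mean, unless failing retest; inactive = the rest, including hits failing retest or dose response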; note: some compounds called inactive have numbers as strong as hits; many of its hits are not listed in these tables
Target sequence (Q05BA5 1-1403): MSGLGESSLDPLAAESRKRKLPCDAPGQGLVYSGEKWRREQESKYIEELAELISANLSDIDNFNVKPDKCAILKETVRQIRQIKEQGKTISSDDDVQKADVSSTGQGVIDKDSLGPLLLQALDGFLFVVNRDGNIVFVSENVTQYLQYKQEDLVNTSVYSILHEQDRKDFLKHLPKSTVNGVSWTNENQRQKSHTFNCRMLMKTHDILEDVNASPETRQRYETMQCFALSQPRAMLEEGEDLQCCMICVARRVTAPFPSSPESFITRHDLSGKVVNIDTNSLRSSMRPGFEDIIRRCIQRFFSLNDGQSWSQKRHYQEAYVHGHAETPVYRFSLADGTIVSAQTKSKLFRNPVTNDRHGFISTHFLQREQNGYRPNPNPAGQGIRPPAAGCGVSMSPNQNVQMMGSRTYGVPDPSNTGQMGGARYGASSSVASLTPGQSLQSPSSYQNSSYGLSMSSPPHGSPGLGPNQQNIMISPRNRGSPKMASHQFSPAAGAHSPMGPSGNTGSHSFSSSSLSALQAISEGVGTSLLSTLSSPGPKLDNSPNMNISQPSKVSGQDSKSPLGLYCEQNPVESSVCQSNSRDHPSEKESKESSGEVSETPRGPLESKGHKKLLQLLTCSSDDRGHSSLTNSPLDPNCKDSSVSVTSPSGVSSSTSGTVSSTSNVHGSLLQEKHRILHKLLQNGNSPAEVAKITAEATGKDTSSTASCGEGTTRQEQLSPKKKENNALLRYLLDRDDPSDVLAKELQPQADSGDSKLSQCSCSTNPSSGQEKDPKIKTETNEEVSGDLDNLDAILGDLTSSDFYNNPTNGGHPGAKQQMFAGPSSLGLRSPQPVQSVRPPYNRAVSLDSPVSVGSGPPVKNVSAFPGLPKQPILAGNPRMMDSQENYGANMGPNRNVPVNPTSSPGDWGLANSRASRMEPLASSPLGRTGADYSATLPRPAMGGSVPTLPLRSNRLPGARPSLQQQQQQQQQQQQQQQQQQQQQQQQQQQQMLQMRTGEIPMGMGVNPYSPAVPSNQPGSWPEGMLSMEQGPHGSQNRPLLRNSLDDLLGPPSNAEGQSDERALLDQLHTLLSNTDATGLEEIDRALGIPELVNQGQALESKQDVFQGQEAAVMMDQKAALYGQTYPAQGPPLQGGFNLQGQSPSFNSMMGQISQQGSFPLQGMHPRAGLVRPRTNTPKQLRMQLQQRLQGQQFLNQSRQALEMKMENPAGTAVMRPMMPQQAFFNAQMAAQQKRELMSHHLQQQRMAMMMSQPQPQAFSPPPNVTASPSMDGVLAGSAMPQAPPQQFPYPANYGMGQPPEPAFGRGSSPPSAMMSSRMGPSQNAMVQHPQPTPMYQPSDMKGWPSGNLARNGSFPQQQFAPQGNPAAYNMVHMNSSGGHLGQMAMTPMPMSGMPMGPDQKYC
VIM-2 inh = inhibitors of Pseudomonas aeruginosa VIM-2 metallo-beta-lactamase; hit rate 0.89% among 290,000; inhibition, % at 5.6 µM; purified VIM-2, nitrocefin hydrolysis, epi-absorbance fluorescence;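 active = inhibition above the mean of all tested compounds plus 3 SD, cutoff set per screening run, cut at about 7.5% in these data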;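 note: red hydrolysis product quenches plate fluorescence so inhibitors raise well fluorescence; 0% = enzyme with DMSO and 100% = DMSO without enzyme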
IDE act = IDE (human) activation, cell-based; HEK cells, FAbeta-B cleavage, fluorescence polarization; 0% vehicle, 100% cell-free pure enzyme wells; activation, % at 5.96 µM; AID 493087; hit rate 0.073% among 340,000;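 active = activation above the mean of all tested compounds plus 3 SD, set per screening campaign, cut at about 17% in these data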
Active calls of the source: *; / = no result given; & = joins results of further samples. Only part of the results is shown (hit frequency here may not be typical).

canonical_smiles	IMP-1 inh	DNA FID counter	HCV NS3 hel inh	PHOSPHO1 block	MEKK3 PB1 HTS	UBC9 SUMO inh	p-CIP stab down	VIM-2 inh	IDE act
CCO[C@@H]1OC(C(=O)NCc2ccccc2)=C[C@H](C)[C@H]1CCCO	-2.9	-15	5	35	107	-10	-19	-2.2	2
CCC(C(=O)Nc1cc(C)nn1-c1nc(C)cc(C)n1)c1ccccc1 (stereo not given)	-3.9	-37	4	12	99	7	-32	0.5	1
Cc1cccc(C2CC(c3ccccc3)Nc3ncnn32)c1 (stereo not given)	/	/	/	6	100	7	-7	/	2
COc1ccc(C(C(=O)NC2CCCC2)N(C(=O)c2snc(-c3ccc(F)cc3)c2N)c2ccccc2)cc1 (stereo not given)	-0.7	3	2	-34	106	22	7	-1.5	8
CCOc1ccc(N(C)S(=O)(=O)c2c[nH]c(C(=O)OC)c2)cc1	-2.7	-14	-2	65*	98	-4	1	-2.5	-2
O=C(Cn1nnc(-c2ccccc2NC(=O)C2CC2)n1)NC1CCCCC1	0.8	-6	0	6	101	14	-1	0.3	0
CC(=O)C1C(c2cccc(Oc3ccccc3)c2)NC(=O)NC1(O)C(F)(F)F (stereo not given)	-1.2	-13	8	59	/	-4	-1	-2.1	1
CCN(CC)CCNC(=O)c1c(C)n(-c2ccccc2)c2cc(Br)c(OC)cc12	-1.8	22	-88	37	86	10	-10	8.0*	6
COc1ccc(C(=O)C2CCCN(Cc3ccc4nonc4c3)C2)cc1OC (stereo not given)	-2.7	-6	7	27	100	6	-5	-1.9	6
CC(OC(=O)c1cc2c(ccc3ccccc32)oc1=O)c1nc2ccccc2s1 (stereo not given)	-1.6	-4	-5	-17	126	-13	-15	-1.6	1

Sorted by the number under HCV NS3 hel inh (ascending): 3 from the list above.
Compound	HCV NS3 hel inh
CCN(CC)CCNC(=O)c1c(C)n(-c2ccccc2)c2cc(Br)c(OC)cc12	-88
CCC(C(=O)Nc1cc(C)nn1-c1nc(C)cc(C)n1)c1ccccc1 (stereo not given)	4
CC(=O)C1C(c2cccc(Oc3ccccc3)c2)NC(=O)NC1(O)C(F)(F)F (stereo not given)	8

Looked up above.
CC(OC(=O)c1cc2c(ccc3ccccc32)oc1=O)c1nc2ccccc2s1 (stereo not given) – IDE act = 1
CCC(C(=O)Nc1cc(C)nn1-c1nc(C)cc(C)n1)c1ccccc1 (stereo not given) – p-CIP stab down = -32

Later entries.
canonical_smiles	IMP-1 inh	DNA FID counter	HCV NS3 hel inh	PHOSPHO1 block	MEKK3 PB1 HTS	UBC9 SUMO inh	p-CIP stab down	VIM-2 inh	IDE act
S=C(NCc1ccncc1)Nc1ccc(Br)cc1Cl	-1.7	-4	-5	27	103	-3	-15	-1.9	-1
Nc1nc2ccc(OC(F)(F)F)cc2s1	0.4&-2.4	-2&3	1&2	4&32	107&109&104	13&19	1&-8	-1.5&-2.9	-4
O=C(Nc1cccc(F)c1)NC1CC2CCCC(C1)N2C1CC1 (stereo not given)	-0.1	9	-3	-9	101	17	5	0.5	5
Nc1c(C(=O)N2CCCCC2)sc(=S)n1-c1ccccc1	-1.6	-10	2	86*	101	-4	-1	-3.5	-4
COc1ccc(OC)c(NC(=O)C2CCCN(S(=O)(=O)c3cccc4nsnc34)C2)c1 (stereo not given)	-1.1	-6	4	32	91	-12	-5	-0.1	-5
Cc1cc2n(c1)CCn1c(C)ccc1-2	0.5	-7	12	6	98	17	-13	-0.8	/
C/C=C(/C)C(=O)Nc1cccc(C2=NOC3(C2)C[C@@H](C(N)=O)N(C(=O)CC)C3)c1 (stereo not given in full)	/	/	/	9	102	16	0	/	5
Cc1nnc(NC(=O)CSc2nnc(CNC(=O)c3ccccc3)o2)s1	-3.4	-8	5	-18	105	6	3	-2.2	-2
COc1ccc(C2=NS(=O)(=O)N(C)C(C(=O)N3CCC(C)CC3)=C2)cc1	-5.5	-29	-7	23	97	11	-12	-2.4	-5
COc1ccc2nc(C)cc(SCC(=O)N/N=C/c3ccccc3)c2c1	0.0	11	-18	-7	93	-8	-8	1.7	-3
O=c1cc(N2CCCCC2)c(-c2ccccc2)nn1Cc1ccc(F)cc1	-2.8	-16	0	48	111	-1	-12	-0.4	2
COc1cccc2cc(C(=O)CS(=O)(=O)c3ccc(C)cc3)c(=O)oc12	-1.6	-22	14	48	100	12	5	1.6	6
CCCC1C(=O)Nc2ccccc2N1C(=O)c1cccc(C)c1 (stereo not given)	-3.0	-31	1	/	100	-1	-23	-1.7	2
Cc1cccc(NC(=O)C23CCC(C)(C2Br)C3(C)C)c1 (stereo not given)	-2.1	-16	-4	16	97	2	-1	-2.2	-1
COC(=O)c1scc(C)c1NC(=O)c1ccccc1F	-3.2	-5	10	5	98	8	0	-1.4	-3
NCCSC1CC(=O)N(c2ccc(Cl)c(Cl)c2)C1=O (stereo not given)	0.0	1	0	34	103	11	-2	0.6	-5
COc1cc(C(=O)Nc2ccc(Nc3ccccc3)cc2)cc(OC)c1OC	-2.2	-11	-8	-6	101	4	7	-0.2	-6
Cc1ccc(-c2c(C(=O)N/N=C/c3ccncc3)nnn2-c2nonc2N)cc1	-2.4	-14	-6	1	101	/	1	-3.0	1
CNC(=O)C12CCC(C)(c3nc4cc(C)c(C)cc4nc31)C2(C)C (stereo not given)	-3.5	-18	-10	7	105	-2	-5	0.3	3
CCc1ccc(NC(=O)CN(N=Nc2nonc2C)c2nonc2C)cc1	-2.3	-4	-14	37	97	-11	-12	-4.6	6
CC(C)N1CCc2c(sc(NC(=O)CCc3ccccc3)c2C(N)=O)C1	-5.6	-5	-21	27	98	-2	-53	-5.1	-5
Fc1ccc(-c2ccc(CNCc3ccccn3)o2)cc1	-3.4	9	10	5	106	13	-2	11*	3
COc1ccccc1NS(=O)(=O)c1ccc(Cl)cc1	-4.2	-5	-4	0	104	6	-17	-4.5	-9
Cc1nc(C(C)(C)O)n(-c2ccccc2)n1	-4.5	2	6	27	104	7	-5	-0.3	-1
COc1cc(CC(=O)OCC(=O)Nc2cc([N+](=O)[O-])ccc2Cl)cc(OC)c1OC	-1.4	-7	-9	3	97	-1	12	0.1	-2
O=C(CN1CCCCCC1)Nc1ccccc1[N+](=O)[O-]	-2.8	-1	1	8	107	1	1	-1.9	1
CCCC(C(=O)Nc1ccc(S(=O)(=O)Nc2ncccn2)cc1)c1ccccc1 (stereo not given)	-2.8	-39	-4	-11	102	14	-2	-3.5	7
COc1ccccc1NC(=O)c1ccc(NC(=O)CN2CCN(C(=O)c3ccco3)CC2)cc1	-3.4	-30	-12	-5	103	5	-2	-4.1	0
COc1ccc(Cn2c(N)c(C#N)c3nc4ccccc4nc32)cc1OC	-2.8	-13	-10	6	103	18	-15	-0.7	1
COc1ccccc1Nc1nc(N)nc(CSc2nccc(C)n2)n1	-0.7	-9	6	-70	105	3	16	-3.1	2
COC(=O)c1cscc1S(=O)(=O)Cc1ccccc1	-3.6	-1	-1	39	108	8	-12	-1.1	2
CC(C)N1CC(COc2ccc(Br)cc2)OC1=O (stereo not given)	-2.7	-10	4	47	104	-1	-2	-0.7	2
Cc1cc(C)cc(NC(=O)CCn2ccnc2)c1	-2.8	-3	-3	28	103	16	4	-3.0	-6
CN1C(=O)C(C)(C)c2cc(S(=O)(=O)NCc3ccc(C(=O)NCc4ccco4)cc3)ccc21	-5.1	-32	11	-37	98	0	-9	-0.4	9
Brc1cccc(CNc2nc3ccccc3n2CCN2CCOCC2)c1	-0.1	20	-7	26	90	10	-1	0.5	1
CC1CCN(C(=O)/C=C/c2ccc(C(C)(C)C)cc2)CC1	-2.7	-22	-3	0	115	-12	-8	-0.5	4
COc1ccccc1CNC(=O)c1c(-c2ccccc2)nn(-c2ccccc2)c1C	-1.5	-31	-5	6	105	0	-6	-2.3	4
CCOC(=O)/C(=N\Nc1ccc(Cl)cc1)c1csc(Nc2ccccc2)n1	-5.4	0	1	49	109	-7	-10	-6.1	6
Cc1nnc(SCC(=O)Nc2ccc(Cl)cn2)[nH]c1=O	-3.8	2	1	-1	103	-4	1	-1.5	-2
O=C(OCCN=C1NS(=O)(=O)c2ccccc21)c1cccnc1	0.1	-2	-4	5	/	6	-6	-1.2	4
O=C(COc1ccc(F)cc1)N(Cc1cccc(Br)c1)C1CCS(=O)(=O)C1 (stereo not given)	-3.5	-42	2	65*	100	7	-2	-2.4	-7
CCn1c(SCC(=O)Nc2cccc(O)c2)nc2c1c(=O)n(C)c(=O)n2C	-0.6	-9	6	36	96	-1	-14	-2.0	-1
COc1ccc(C2CC(c3ccc(C)cc3)=NN2C(=O)c2ccccc2)cc1 (stereo not given)	-3.3	-32	-19	28	102	11	-10	-3.7	4
O=C(c1cccc(Br)c1)c1conc1C(=O)c1ccco1	-1.1	-15	14	-8	106	0	-4	-3.7	5
CCC(=O)NCCCOc1ccccc1	0.5	-1	-6	9	102	10	1	-2.9	0
Cn1ccc(C(=O)N/N=C/c2ccccc2[N+](=O)[O-])n1	-3.9	2	4	-1	104	-9	-6	-1.3	1
CCOC(=O)c1ccc(NNC(C)=O)c([N+](=O)[O-])c1	-2.0	0	-6	23	105	29	-8	-0.2	7
Cc1cccc(C)c1NC(=O)Cn1nc(-c2ccccc2)nc1-c1ccccc1	-3.4	-3	6	-2	96	8	10	-2.6	4
c1ccc(CN2CCN(CCOCCOc3cccc4ccccc34)CC2)cc1	-5.2	23	-32	24	127	3	-8	-1.4	-2
Cc1csc2ncc(C(=O)NC(C)c3ccccc3)c(=O)n12 (stereo not given)	-3.5	-15	5	2	112	16	-24	-2.7	6
